Pf Dd2 inh: qHTS Primary assay for Inhibitors of Plasmodium falciparum Dd2 growth in vitro; 4.3% of 120,000 active; Potency, µM (doses to about 28.9 µM), for inactives: at the highest dose activity, negative = inhibition, hits mostly inhibitors; P. falciparum Dd2 growth, SYBR Green, 72 h; AID 1347417, 2020; active means well fitted inhibition curve with a large enough effect; inconclusive means small, poorly fitted or top-dose-only effect; inactive means no such curve, though single readings can be large or run the other way;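 further: plate controls were DMSO vehicle for no effect and reference drug for full effect; nearly all actives have a fitted effect of over 65% in size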
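Readout: SYBR Green fluorescence, 485 nm excitation, 535 nm emission, after ~16 h lysis at 37C. Before that, Dd2-infected red cells (2.5% hematocrit) grew 72 h with compound, 29 uM top final concentration.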
Numbers without * were called inactive; i = inactive; ? = inconclusive; [ ] = dose if it differs, or a comment. Potency means the concentration at half of the fitted maximal effect.

SMILES	Pf Dd2 inh
COc1ccc(Cn2c(C3CCN(C(=O)Cc4ccc(Cl)cc4)CC3)n[nH]c2=O)cc1	?
CC(C)C(=O)N1CCC(Cc2nc(C3CCOCC3)no2)CC1	68%[activator]
COc1cccc(N2CCN(Cc3cc(=O)oc4cc(C)ccc34)CC2)c1	-11%
CCn1c(CN2CCN(CC(=O)N3CCCC3)CC2)nnc1C1CC(N)C1 (stereo not given)	-2%
Cc1nn(CCC#N)c(C)c1[C@@H]1C=C[C@@H](NC(=O)Nc2ccc(Cl)cc2)C1	i
Cc1cccc(-n2c(N)cc(=O)nc2SCC(=O)Nc2ccc(F)cc2)c1C	45%[activator]
O=C(Nc1nccs1)[C@@H]1C[C@@H](c2cccc(C(F)(F)F)c2)N(CC2CCOCC2)C1	?
CN1C(=O)Cc2ccccc2C1C(=O)NCc1ccc(F)cc1Cl (stereo not given)	-2%
COCCN1CCC2(CCC1=O)CCN(S(=O)(=O)c1cc(C)ccc1C)CC2	7%
COc1ccc(CNC(=O)CN2C(=O)CCn3nc(-c4cn(C)c5ccccc45)cc32)cc1	i
CN(C)CCNC(=O)c1cccc2c1CCN2C(=O)Nc1ccccc1	-18%
O=C(Nc1cc(Cl)cc(Cl)c1)c1ccc(F)c(S(=O)(=O)NC2CCCCC2)c1	?
CCOC(=O)C1CCCN(C(=O)CCS(=O)(=O)c2cc3c(cc2Cl)NC(=O)CO3)C1 (stereo not given)	-14%
Cc1cccc(-c2nc(SCC(=O)Nc3ccc4c(c3)OCCO4)c(-c3ccccc3)[nH]2)c1	?
COc1cc(NC(=O)N2CCCC(Cn3c(C4CC4)nc4cccnc43)C2)cc(OC)c1 (stereo not given)	-2%
Cn1cccc(C(=O)N2CCC3(CC2)CN(CCOc2ccccc2)C(=O)O3)c1=O	5%
O=C1NC2(CCN(C(=O)CCc3cccnc3)CC2)CC1c1ccccc1 (stereo not given)	8%
Cc1cc(C)c2c(c1)c(C)cc1nnc(SCC(=O)c3ccc(F)cc3)n12	-1%
CO[C@@H]1CCOC[C@H]1NC(=O)c1cc(N2CCCCC2)ccc1Cl	-3%
COCCn1ccc2c(C3=CCOCC3)nc(-c3ccc4c(c3)CNC4=O)cc21	-13%[44.1 µM]
COc1ccc(-c2[nH]nc3ncc(C(=O)NCC(C)C)nc23)c(C)c1	i
Cc1ccc(F)cc1CN1CCC2(CCCO2)CCC1=O (stereo not given)	-4%
Cc1ccc(C(=O)N2CCC(N3CC4CC(C3)[C@H]3CCCC(=O)N3C4)CC2)s1 (stereo not given in full)	-9%
NC1CCCCN(C(=O)CCc2n[nH]c3c2CCCC3)C1 (stereo not given)	?
Cc1cc(C(=O)NC2CCc3nnc(C)n3CC2)c(C)n1Cc1ccco1 (stereo not given)	24%
O=C(c1ccc2cc[nH]c2c1)N1CCC(N2C(=O)C(OCC3CC3)C23CCOCC3)CC1 (stereo not given)	?
Cc1ccc(NC(=O)CN2C(=O)NC(c3ccc(Cl)cc3)C3=C2COC3=O)c(Cl)c1 (stereo not given)	-18%
CNC(=O)[C@@H]1CN(Cc2ccc(Br)o2)C[C@H]1c1nc(COC)no1	-10%
CCOc1ccc(CCNC(=O)c2cnc3c(-c4ccc(F)cc4)c(C)nn3c2C)cc1	58%[activator]
COCCn1cc(CN2CCc3ccccc3C2)ccc1=O	i
COCCNC(=O)c1cc(Sc2ccc(F)cc2F)nc2ccccc12	39%[activator]
NC(=O)[C@@H](Cc1c[nH]c2ccccc12)NC(=O)C1=C[C@@H](NS(=O)(=O)c2cccs2)[C@@H](O)[C@H](O)C1	9%
COc1ccc(Nc2cnc3ccc(-c4ccc(OC)nc4)nn23)cc1	?
O=C(NCc1ccc(F)cc1)C1CN(c2ccccc2)C(=O)N1 (stereo not given)	?
COc1cccc(-c2cn3c(n2)N(C(=O)C2CCCO2)CCC3)c1 (stereo not given)	-17%
Cc1cc(C(=O)N2C[C@@H](CO)[C@H](c3ccccn3)C2)ccn1	43%[activator]
Cc1ccc(NC(=O)C2CCCN(c3ncnc4onc(-c5ccc(F)cc5)c34)C2)c(Cl)c1 (stereo not given)	-11%
Cc1cccc(-c2nocc2CCC(=O)O)c1	i
COc1ccc(N2CC(NC(=O)c3ccc(S(=O)(=O)N4CCCCC4)cc3)CC2=O)cc1OC (stereo not given)	i
CC1Cc2ccccc2N1C(=O)CSc1nc2ccc(NC(=O)COc3ccccc3)cc2s1 (stereo not given)	?
Cc1ccc2c(n1)N(C)[C@H](CO)CCN(Cc1ccc(C(C)C)cc1)C2	?
CCOC(=O)c1ccc(NC(=O)CN(c2ccc(C)cc2)S(=O)(=O)c2ccc(OC)cc2)cc1	92%[activator]
Cc1ccc2sc(N(Cc3cccnc3)C(=O)CCS(=O)(=O)c3ccccc3)nc2c1C	?
CCOC(=O)C(C)Nc1ncnc2onc(C)c12 (stereo not given)	7%
CCN1C(=O)Cc2cc(C(=O)NCc3cc(OC)ccc3OC)ccc21	?
Cn1c2c(c(=O)n(C)c1=O)C(c1cc(Br)ccc1F)CC(=O)N2 (stereo not given)	?
CCCNC(=O)N1CCC2(CC1)N(C)C(=O)CS2=O (stereo not given)	-2%
COc1ccc(C)cc1N(C)C(=O)CCc1nc(-c2ccccc2F)no1	?
CC(=O)c1c(C)nn(CC(=O)NC2CC(c3nnc(CN(C)C)n3C)C2)c1C (stereo not given)	-4%
Cc1cc(C(N)=O)c(-c2ccc(N)nc2)nc1C	5%

Later entries.
SMILES	Pf Dd2 inh
CCC(NS(=O)(=O)c1cc(-n2cccn2)ccc1OC)C1CC(O)C1 (stereo not given)	1%
O=C(NC1CC1)c1ccccc1OC1CN(Cc2ccc(F)c(F)c2)C1	i
COc1ccc(Cl)cc1-c1ccc2c(c1)C(=O)N1CCN(C(=O)C3CCCCC3)C[C@@H]1C(=O)N2	i
Cc1cc2nc3n(c(=O)c2n1CC(=O)Nc1ccc2c(c1)OCO2)CCC3	i
CC(C)CCNC(=O)CN1N=C(c2ccc(Cl)cc2)CCC1=O	-24%
COc1ccc(OCC(=O)N2CCC3(CC2)N=C(c2ccc(C)cc2)NO3)cc1	?
CCOc1ccc2c(n1)CCN(C(=O)Nc1ccccc1C)C2	18%
O=C(CCn1cnc2ccccc21)N1CCn2nc(Cc3ccccc3)cc2C1	-15%
Cc1ccc(-n2c(=O)c3ccc(C(=O)NCc4ccccc4Cl)cc3n(Cc3cccc(F)c3)c2=O)cc1	i
CC1CCCN1c1ncnc2c1CN(C1CCC1)C(=O)CN2C (stereo not given)	-2%[44.1 µM]
C[C@]1(CO)[C@H]2Cc3sc(NC(=O)C4CCC4)nc3[C@@H](CC(=O)N3CCOCC3)[C@]2(C)CC[C@H]1O	i
COC[C@H]1NC(=O)CC[C@H]1C(=O)N1CCCc2ccccc21	4%
O=C(N[C@@H]1CN(Cc2c(F)cccc2Cl)C[C@H]1CO)C1CC1	-8%
CN1CCCC1c1nc(C2CN(C(=O)c3cccn3C)C2)no1 (stereo not given)	-8%
CCO[C@H]1CN(C(=O)c2ccccc2Cc2ccc(C)c(F)c2)C[C@@H]1O	-12%
CC(=O)Nc1cccc(NC(=O)c2c(-c3ccccc3)c(-c3ccccc3)nn(C)c2=O)c1	23%
Cc1nn(C)cc1-c1ccnc(NCCCN2CCCC(CO)C2)n1 (stereo not given)	?
COCC(=O)N1CCN(S(=O)(=O)c2ccccc2)[C@@H](C(=O)OC)C1	-3%[44.1 µM]
CCn1ncc(C(=O)N2CCCCCCNC(=O)CC2)c1C	-13%
COC(=O)CNC(=O)C1CCc2nnc(CNC(=O)c3cccnc3)n21 (stereo not given)	23%
CC(C)(C)NC(=O)CSc1nc(-c2ccc(F)cc2)cc(C(F)(F)F)n1	?
O=C(CC1=C2CCCCC2NC1=O)NC1CC1 (stereo not given)	9%
COc1ccccc1C(=O)NC1CCCc2c1[nH]c1ccccc21 (stereo not given)	-22%
Cc1cc(C)cc(C(=O)NCCc2noc(C)n2)c1	-21%
COc1ccc(CNC(=O)CC[C@H]2CNC(=O)[C@@H]3[C@@H](CCN3Cc3ccc(C)cc3)N2C)cc1	i
CC1CCN(C(=O)c2ccc3c(c2)C(O)CCCCCN3C)CC1 (stereo not given)	i
Cc1ccc(N2CC(NC(=O)/C=C\c3ccc4c(c3)OCO4)CC2=O)cc1 (stereo not given)	24%
COc1cccc(CN2CCC3(CC2)Cc2ccccc2CNC3=O)n1	-15%
CC(C)NC(=O)C[C@@H]1O[C@H](CNCc2cccc(Cl)c2)[C@@H](O)[C@H]1O	8%[44.1 µM]
CCCOc1cccc(C(=O)Nc2cc(-c3ccccc3)no2)c1	-19%
CN(c1cc(=O)c2ccnc(-c3ccc([S+](C)(=O)[O-])cc3)c2o1)C1CCOCC1	i
COc1ccc(-c2ccc3nnc(CNC(=O)c4nccc5ccccc45)n3n2)cc1	-17%
Cc1ccc(NC(=O)Cn2c(=O)nc(-c3ccccc3)c3ccccc32)cc1F	i
Cc1ccc(NC(=O)Cn2c(=O)ccc3cc(S(=O)(=O)N4CCCC4)ccc32)cc1C	34%[activator]
Cc1nc(-c2cnccn2)n(CC(=O)Nc2cccc(C(F)(F)F)c2)c(=O)c1CCO	?
CCCN(CCC)C(=O)c1coc(COc2ccc3sc(C)nc3c2)n1	-17%
O=C(O)C1CNCCN(Cc2ccc(-c3nn[nH]n3)cc2)C1 (stereo not given)	-3%
COc1ccc(-c2noc(Nc3ccc(OC)c(OC)c3)n2)cc1	?
CC1=C[C@@H](CNS(C)(=O)=O)[C@H](C(C)C)C[C@H]1CC(=O)Nc1ccccn1	i
CC1CCCCN1CCCNC(=O)c1[nH]c2ccccc2c1Sc1ccc(Cl)cc1 (stereo not given)	?
COCCNC(=O)[C@@H]1Cc2cn(Cc3ccccn3)c3cccc(c23)[C@H](CC(C)C)N1	i
CCCNC(=O)N1CCCCCNC(=O)[C@@H]2CCCC[C@@H]21	-5%
CN(C)c1ccc(CN2CCCC3(C2)C(=NC2CCCC2)NC(=O)N3c2cccnc2)cc1 (stereo not given)	?
CCS(=O)(=O)N(C1CC1)C1CCOC2(CCN(C(=O)c3ccccc3)CC2)C1 (stereo not given)	-8%
Cc1cn2nc(C(=O)N3CCC(C(=O)NCc4ccccn4)CC3)cc2c(=O)[nH]1	-11%
COCC(=O)N1CCC(O)(c2csc(CN3CCC[C@@H]3COC)n2)CC1	14%[44.1 µM]
COCCNC(=O)c1ccc(OC2CCN(CCc3ccccc3)CC2)c(Cl)c1	?
Cc1ccc(NC(=O)CCn2c(=O)c3cccn3c3ccccc32)c(Cl)c1	?
Cc1ccc(CN2CCC3(CC2)NC(=O)c2ccccc2O3)cc1	-4%[44.1 µM]
CCOC(=O)c1sc2ncn(CC(=O)Nc3ccc(F)cc3F)c(=O)c2c1C	14%

(cont.)
SMILES	Pf Dd2 inh
COc1cc(NC(=O)C2CCN(c3cnccn3)CC2)cc(OC)c1	6%
COCCNC(=O)[C@H]1CCC[C@H]1NC(=O)c1ccc(OC)cc1	11%
CCCCNc1nc2c(c(=O)n(Cc3ccccc3)c(=O)n2C)n1C	i
COc1cccc(NC(=O)CSc2ncc(S(=O)(=O)c3ccc(C)c(C)c3)c(=O)[nH]2)c1	16%
COc1ccc(-c2onc(C)c2C(=O)NCc2c(OC)cc(OC)cc2OC)cc1	i
O=C(c1ccc2c(c1)N(Cc1ccc(F)cc1)C(=O)c1ccccc1S2(=O)=O)N1CCCCCC1	?
Cc1ccc(F)cc1NC(=O)CCc1c(C)nn(-c2ccc(N3CCOCC3)nn2)c1C	41%[activator]
CCOc1ccc(-c2nnc(SCC(=O)Nc3ccc(C)cc3C)o2)cc1	16%
Cc1ccc(C(=O)c2cn(Cc3ccc(Cl)cc3)c3nc(C)ccc3c2=O)cc1	?
CCOc1ccc(NC(=O)C2(Cc3cccnc3)CCCCC(=O)N2)cc1 (stereo not given)	-18%
CCn1c(=O)n(CC)c2cc(N3CCCCC3)c(NC(=O)Nc3ccccc3Cl)cc21	10µM*
NC(=O)c1ccc(OC2CCN(C(=O)c3ccc(F)cc3)CC2)nc1	-6%
COc1ccc(CN2Cc3[nH]cnc3C[C@H]2C(=O)NC2CCCCC2)c2ccccc12	11µM*
COCCCN1C(=O)N(c2ccccc2)C(=O)C1CC(=O)Nc1ccc(F)cc1 (stereo not given)	32%[activator]
CCCCN1CC2(CCCN(C(=O)c3cc[nH]c3C)C2)CCC1=O (stereo not given)	-10%
COc1cccc(-c2nc3cnccn3c2NCCC(=O)N2CCN(C(C)C)CC2)c1	i
O=C(NCc1ccncc1)c1nc2c(o1)CCN(Cc1ccc3[nH]ccc3c1)CC2	-6%[44.1 µM]
CCCC(=O)N1Cc2ccccc2CC2(CCN(Cc3ccccc3)CC2)C1	?
O=C(c1cccnc1)N1CCN(c2cc(-c3cccs3)[nH]n2)CC1	3%

Reprinted at random: five entries already listed
SMILES	Pf Dd2 inh
O=C(c1ccc2c(c1)N(Cc1ccc(F)cc1)C(=O)c1ccccc1S2(=O)=O)N1CCCCCC1	?
O=C(NCc1ccncc1)c1nc2c(o1)CCN(Cc1ccc3[nH]ccc3c1)CC2	-6%[44.1 µM]
COc1cccc(-c2nc3cnccn3c2NCCC(=O)N2CCN(C(C)C)CC2)c1	i
COc1cc(NC(=O)C2CCN(c3cnccn3)CC2)cc(OC)c1	6%
COCCCN1C(=O)N(c2ccccc2)C(=O)C1CC(=O)Nc1ccc(F)cc1 (stereo not given)	32%[activator]

These rows are one share of the data; rates above refer to the full screens.
